HepG2 tox: qHTS for Inhibitors of TGF-b: Cytotox Counterscreen; Potency, µM (doses to about 46.1 µM), for inactives: top-dose activity change, negative = cytotoxicity, actives largely listed as cytotoxic; HepG2 CAGA-GFP viability, ATP luminescence, 18 h; AID 588856, 2011; 0.76% of 410,000 active; further: some results filed as inactive show a strong effect at the top dose
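HepG2 CAGA-GFP cells (1000/well, DMEM with 1% FBS) received compound, then TGF-beta at 500 pg/mL final, and were incubated 18 hours at 37 degrees C. Viability was read by CellTiter-Glo luminescence. Media-only wells were set as complete cell-killing and DMSO as no toxicity.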
A549 tox: Nrf2 qHTS screen for inhibitors: counterscreen for cytotoxicity; Potency, µM (highest dose often 46 µM), without a hit: top-dose activity change, negative = cytotoxicity, actives largely listed as inhibitors; A549 ARE-Fluc cells, CellTiter-Fluor viability, 18-24 h; 0.16% of 390,000 active; AID 504648, 2011; further: on the % scale 0 is the no-effect control and ±100 the full control effect
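A549 ARE-Fluc cells in 5% FBS OPTI-MEM, 5000 cells/well, rested 2 h then exposed to compounds in concentration-response for 18-24 h at 37 °C. Viability by CellTiter-Fluor fluorescence (Ex 405/Em 525) after 30 min; luciferase luminescence (BugLite, 15 min, RT) read afterwards.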
MCF10A rereplic: A quantitative high throughput screen for small molecules that induce DNA re-replication in MCF 10a normal breast cells. MCF 10A DNA re-replication, Hoechst nuclear intensity, 48 h. 2.9% of 350,000 active. Potency, µM (top dose mostly 46.1 µM), inactives show at the top dose activity, positive = re-replication, hits mostly activators; further: % of control where 0% means no effect; nearly all actives have a fitted effect of over 50% in size
EPAC2 antag: qHTS for Antagonist of cAMP-regulated guanine nucleotide exchange factor 2 (EPAC2): primary screen | Potency, µM (titrated, usually from 114 µM), without a hit: at the highest dose activity, negative = inhibition, actives largely listed as inhibitors | EPAC2 GEF exchange of Rap1B-BODIPY-GDP, fluorescence | AID 720708, 2013 | 0.18% of 360,000 active | Rap guanine nucleotide exchange factor 4 (Homo sapiens), Q8WZA2; further: on the % scale 0 is the no-effect control and ±100 the full control effect; nearly all actives have a fitted effect of over 45% in size; many of its hits are not listed in these tables
Target sequence (Q8WZA2 whole entry, looked up): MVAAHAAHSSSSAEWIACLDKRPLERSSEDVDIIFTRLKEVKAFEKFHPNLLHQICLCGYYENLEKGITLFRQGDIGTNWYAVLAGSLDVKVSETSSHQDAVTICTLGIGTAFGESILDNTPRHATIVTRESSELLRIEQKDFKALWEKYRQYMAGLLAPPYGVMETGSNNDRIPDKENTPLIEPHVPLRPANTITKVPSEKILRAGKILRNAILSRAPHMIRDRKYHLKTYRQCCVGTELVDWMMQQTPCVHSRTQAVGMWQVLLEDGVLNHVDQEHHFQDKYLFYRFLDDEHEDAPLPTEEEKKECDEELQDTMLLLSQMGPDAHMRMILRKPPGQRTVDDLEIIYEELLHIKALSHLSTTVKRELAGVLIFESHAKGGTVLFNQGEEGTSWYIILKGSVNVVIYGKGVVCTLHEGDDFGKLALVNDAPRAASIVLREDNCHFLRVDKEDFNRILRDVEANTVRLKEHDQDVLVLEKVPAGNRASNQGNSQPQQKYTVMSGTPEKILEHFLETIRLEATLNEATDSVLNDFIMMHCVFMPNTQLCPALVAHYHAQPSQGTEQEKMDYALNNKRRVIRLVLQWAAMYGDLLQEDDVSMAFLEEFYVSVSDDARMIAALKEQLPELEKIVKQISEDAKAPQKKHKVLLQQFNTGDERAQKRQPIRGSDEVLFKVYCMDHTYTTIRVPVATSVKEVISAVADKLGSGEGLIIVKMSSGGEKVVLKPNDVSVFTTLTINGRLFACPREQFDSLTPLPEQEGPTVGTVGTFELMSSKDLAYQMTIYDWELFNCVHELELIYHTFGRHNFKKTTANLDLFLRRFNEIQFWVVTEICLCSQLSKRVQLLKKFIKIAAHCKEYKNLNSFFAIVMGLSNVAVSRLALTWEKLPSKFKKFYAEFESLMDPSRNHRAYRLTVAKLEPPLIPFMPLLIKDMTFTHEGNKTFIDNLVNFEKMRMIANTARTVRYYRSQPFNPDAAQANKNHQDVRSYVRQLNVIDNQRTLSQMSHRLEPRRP
ATXN2 expr inh: Primary qHTS for Inhibitors of ATXN expression. HEK-293 ATXN2-luciferase reporter, luminescence, 24 h. Potency, µM (top dose mostly 57 µM), without a hit: top-dose activity change, negative = inhibition, most hits filed as inhibitors. 0.72% of 360,000 active. AID 1745845, 2022; further: on the % scale 0 is the no-effect control and ±100 the full control effect; nearly all actives have a fitted effect of over 55% in size
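qHTS (up to 57 uM final) was run with 24 h compound exposure of reporter cells at 37 °C. Each well was multiplexed: SteadyGlo luminescence measured ATXN2-luciferase expression after a fluorogenic Gly-Phe-AFC viability readout (25 uM final).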
Nrf2 ARE act: qHTS of Nrf2 Activators; AREc32 ARE-luciferase reporter (MCF7-derived line), luminescence, 24 h; Potency, µM (series often up to 46.1 µM), for the others: at the highest dose activation, hits mostly activators; 0.31% of 410,000 active; further: % of control where 0% means no effect; nearly all actives have a fitted effect of over 65% in size
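Quantitative high-throughput format: AREc32 reporter cells, 1000 per well, received compound by pin transfer and were incubated 24 hr at 37 deg C, 5% CO2, before Steady-Glo luminescence detection.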
ATXN viability: Viability Counterscreen for Primary qHTS for Inhibitors of ATXN expression; S2 cells (HEK-293 line with an ATXN2-luciferase reporter) viability, CellTiter-Fluor protease fluorescence, 24 h; Potency, µM (top dose mostly 56.7 µM), most hits filed as cytotoxic; 0.49% of 400,000 active; further: nearly all actives have a fitted effect of over 40% in size
TGFb inhibitor: qHTS for Inhibitors of TGF-b. 1.2% of 410,000 active. AID 588855, 2011. Potency, µM (top dose mostly 46.1 µM), inactives show at the highest dose activity, negative = inhibition, usual class: inhibitors. HepG2 CAGA-GFP TGF-b/SMAD3 reporter, GFP fluorescence, 18 h; TGF-beta stimulated, 500 pg/mL final; further: on the % scale 0 is the no-effect control and ±100 the full control effect; nearly all actives have a fitted effect of over 65% in size
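Read-out: total well GFP (ex488/em500-530) summed from mean per-cell fluorescence. Cells: HEPG2 CAGA-GFP, 1% FBS DMEM, 18 h at 37 degrees C with 500 pg/mL final TGF-beta. Unstimulated wells served as the full-inhibition control; stimulated DMSO wells = 0%.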
Nrf2 block: Nrf2 qHTS screen for inhibitors; A549 ARE-Fluc reporter, luciferase luminescence, 18-24 h; 2.1% of 360,000 active; Potency, µM (titrated, usually from 46 µM), inactives show top-dose activity change, negative = inhibition, usual class: inhibitors; further: on the % scale 0 is the no-effect control and ±100 the full control effect; nearly all actives have a fitted effect of over 60% in size
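Reporter: ARE-Fluc in A549. Exposure: 18-24 h, 37 °C, 5% CO2, 5% FBS OPTI-MEM. Readouts: fluorescent cytotoxicity (CellTiter-Fluor), then luminescent Nrf2 signal after BugLite.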
* = called active by the depositor; i = inactive; ? = inconclusive; . = no result given; [ ] = remark or other dose. The call rests on the fitted dose curve; in most records, active means well fitted curve in the direction sought with a large enough effect; inconclusive means small, poorly fitted or top-dose-only effect, or another doubt; inactive means no such curve, though single readings can be large; an effect the other way counts as inactive or inconclusive. Potency means the concentration at half of the fitted maximal effect. Not all compounds are listed, so the mix of outcomes need not match the whole.

compound,HepG2 tox,A549 tox,MCF10A rereplic,EPAC2 antag,ATXN2 expr inh,Nrf2 ARE act,ATXN viability,TGFb inhibitor,Nrf2 block
COC(=O)c1ccccc1NC(=O)c1cc2ccccn2n1,-22%,0%,.,.,26%,17%,i,-6%,-18%
CC1CCCC(C)N1C(=O)COC(=O)c1cncc(Br)c1 (centres undefined),-1%,1%,-5%,5%,0%,3.4%,i,19%,-4%
COCC(COS(N)(=O)=O)C(C)C (centres undefined),-3%,4%,21%,-4%,5%,0.5%,i,?,3%
COc1ccc(C(=O)Nc2nc3cc4c(cc3s2)OCCO4)c(OC)c1,-16%,-4%,4.1µM*,-10%,.,4.4%,i,-11%,21µM*
CCOC(=O)c1cc2c(=O)[nH]c(C(Cl)(Cl)Cl)nc2o1,-21%,-10%,-4%,0%,-19%[11.3 µM],5.0%,i,-17%,?
CCOC(=O)c1nc(N)sc1C(=O)OCC,-5%,11%,5%,-9%,0%,-0.7%,i,-4%,6%
CC1(C(=O)OCC(=O)NCCNC(=O)COC(=O)C2(C)CC2(Cl)Cl)CC1(Cl)Cl (centres undefined),-10%,-3%,3%,-4%,6%,0.3%,i,0%,1%
C=CCN1CC2CC3(COc4cc(C)cc(C)c4)C=CC2(O3)C1=O (centres undefined),-12%,-10%,-4%,7%,2%,-0.3%,i,0%,3%
CCOc1ccc(OCC)c(NC(=O)CC(C)n2nc(C)cc2C)c1 (centres undefined),0%,3%,.,.,4%,-0.4%,i,22%,-5%
S=C(c1nc2ccccc2[nH]1)N1CCOCC1,1%,-2%,-1%,5%,-1%,-0.7%,i,-17%,6%
COc1cc(Cl)cc(/C=C/c2ccc3ccccc3n2)c1OC(C)=O,-67%,0%,?,-2%,75%[activator],?,i,-6%,11%
Cc1ccccc1-c1noc(CSc2nc(-c3ccc(F)cc3)cc(=O)[nH]2)n1,-12%,16%,.,.,.,0.0%,.,-5%,.
O=C(O)C1CCC(C(=O)O)SS1 (centres undefined),-2%,2%,-31%[inhibitor],7%,0%,-0.6%,i,12%,-24%
CC(/C=C/c1ccc2c(c1)OCO2)=N\NC(=O)C(O)c1ccccc1 (centres undefined),-19%,-6%,1%,7%,11%,0.6%,?,-10%,-1%
CCc1c(N)nc(N)nc1Nc1ccc(C)c(C)c1,6%,-6%,4%,4%,-20%,5.8%,?,-3%,?
CS(=O)(=O)N1CCc2cc(-c3csc(NC(=O)Cc4ccccc4)n3)ccc21,-41%,-19%,?,4%,-32%,2.7%,i,?,21µM*
Nc1nn(-c2ccccc2)nc1C(=O)OCc1ccc(Cl)cc1,3%,7%,.,.,12%,5.6%,i,-2%,1%
CC(=O)Nc1cccc(NC(=O)CSc2ncc(C(=O)Nc3ccc(F)cc3)c(=O)n2C)c1,0%,-4%,?,-17%,6%,?,i,-9%,3%
CSc1nc(O)cc(=O)n1-c1ccc(F)cc1,-15%,3%,14%,1%,-15%,0.0%,i,10%,5%
Cc1nnsc1Sc1ccccn1,-2%,-8%,-2%,-6%,14%,-0.1%,i,3%,12%
COC(=O)c1nn(C)c(=O)[nH]c1=O,-1%,4%,0%,-1%,6%,-0.4%,i,9%,0%
CCSc1nnc(NC(=O)c2ccco2)s1,6%,-5%,0%,7%,20%,3.9%,i,-1%,.
CCc1ccc(NC(=O)c2cnn(-c3ccccc3)c2-n2cccc2)cc1,-24%,9%,.,.,-34%,1.3%,i,?,-17%
O=C(Nc1cccc(C(F)(F)F)c1)N(Cc1ccc(Cl)cc1)CC(O)C(F)(F)F (centres undefined),-57%,?,?,-26%,51%[activator],2.4%,i,?,.
Cc1oc2c(cc(NS(=O)(=O)c3ccc(Br)cc3)c3ccccc32)c1C(=O)OCc1ccccc1,-18%,-2%,.,.,2%,3.7%,i,14%,-8%

Two entries picked at random from the list so far, as already listed:
compound,HepG2 tox,A549 tox,MCF10A rereplic,EPAC2 antag,ATXN2 expr inh,Nrf2 ARE act,ATXN viability,TGFb inhibitor,Nrf2 block
COc1cc(Cl)cc(/C=C/c2ccc3ccccc3n2)c1OC(C)=O,-67%,0%,?,-2%,75%[activator],?,i,-6%,11%
C=CCN1CC2CC3(COc4cc(C)cc(C)c4)C=CC2(O3)C1=O (centres undefined),-12%,-10%,-4%,7%,2%,-0.3%,i,0%,3%

Additional compounds follow.
compound,HepG2 tox,A549 tox,MCF10A rereplic,EPAC2 antag,ATXN2 expr inh,Nrf2 ARE act,ATXN viability,TGFb inhibitor,Nrf2 block
COc1ccccc1N1CCN(Cc2cc(OC)c3c(c2)OCO3)CC1,-48%,0%,11%,-4%,-4%,0.5%,?,6%,-7%
Nc1ccc(-c2nc3ccc(N)cc3[nH]2)cc1,-31%,1%,0%,0%,.,?,i,-13%,21%
CCNc1ncnc2c1cnn2C1CCCO1 (centres undefined),-13%,-4%,-2%,4%,-26%,-0.2%,i,21%,-3%
Cc1ccccc1NC(=O)NCCCN1CCCC1,-1%,1%,-2%,3%,4%,-0.9%,?,2%,-4%
CC1CC(C)CN(C(=O)C2CC(=O)N(c3ccc4c(c3)OCCO4)C2)C1 (centres undefined),-19%,-4%,-3%,-5%,1%,-0.5%,i,5%,-14%
Cn1c(C=O)c(C#Cc2ccccc2)c2ccccc21,-29%,-4%,8.2µM*,-3%,-21%,?,?,?,?
CCN(CC)C(=O)CSc1nc(-c2ccccc2)ccc1C#N,14%,0%,9%,-6%,.,0.1%,.,20%,6%
CCCC1=Nc2cc(C(=O)NCCCN3CCN(C)CC3)ccc2Sc2ccccc21,-63%,-4%,?,-4%,.,0.9%,?,-4%,22%
COc1ccccc1NS(=O)(=O)c1cc(NC(=O)c2cc3ccccc3oc2=O)ccc1C,1%,12%,?,10%,-17%,2.6%,i,-9%,5%
Cc1cc(C)n2cnnc2n1,18%,0%,-1%,8%,0%,-1.0%,i,-18%,-4%
Cc1noc(C)c1COC(=O)c1cc2c(C)nn(-c3ccc(F)cc3)c2s1,6%,-3%,3%,7%,3%,-0.6%,i,4%,5%
NC(c1csc(NC(=O)Nc2cccc(Cl)c2)n1)C1CCCCC1 (centres undefined),-105%,.,.,-3%,?,-3.7%,28µM*,?,.
O=C(NC(=S)Nc1ccc(NC(=O)c2ccccc2)cc1)c1ccc(F)cc1,-1%,-3%,?,0%,-11%,0.5%,i,-7%,-18%
COc1cc(C(=O)COC(=O)Cc2cnc3sccn23)cc(OC)c1OC,2%,-5%,7%,0%,5%,-0.5%,i,11%,-12%
Cc1ccc(NS(=O)(=O)c2cc(NC(=O)c3cc(=O)[nH]c(=O)[nH]3)ccc2Cl)c(C)c1,-26%,3%,0%,9%,1%,-0.5%,i,4%,-1%
CC(C)N=C(N)N=C(N)Nc1ccc(Cl)cc1,-45%,-4%,-1%,12%,-28%,6.8%,i,-3%,1%
O=S1(=O)C=C(Oc2ccc(F)cc2)c2ccccc21,-1%,-1%,-187%[0.0737 µM],-2%,-4%,10%,i,2%,5%
O=C(NCc1ccc2c(c1)OCO2)c1cc(Cl)ccc1Cl,-27%,1%,-1%,6%,.,2.6%,i,-1%,?
CC1=C(C(=O)NCc2cccc(F)c2)C2(CCCCCC2)OC1=O,-13%,-7%,.,.,.,0.1%,.,?,6%
O=C(O)c1ccc(/C=N/N2CCN(C3c4ccccc4-c4ccccc43)CC2)cc1,-5%,-7%,8%,-24%,6%,-0.3%,i,?,?
CC(=O)N1CC(C)Sc2ccc(S(=O)(=O)NCc3ccccc3Cl)cc21 (centres undefined),-18%,1%,2%,-5%,-11%,-0.5%,i,-25%,?
COc1ccc(/C(C)=N/NC(=O)c2cc(-c3cccnc3)nc3ccccc23)cc1,-2%,-1%,-2%,3%,1%,2.0%,i,3%,-2%
O=c1c2ccccc2nc(-c2ccoc2)n1CCc1ccccc1,-10%,4%,?,-14%,33%[activator],6.4%,i,23%,.
Cc1nc(N)sc1-c1csc(Nc2cccc(C(=O)O)c2)n1,9%,-8%,-6%,-4%,.,-0.4%,i,13%,11%
COC(=O)c1ccccc1NC(=O)CSc1nc2ccsc2c(=O)n1CCC(C)C,3%,0%,.,.,.,-1.0%,.,-5%,.
Cc1cccc(CCNC(=O)c2ccc3c(c2)nc2n3CCC(C)C2)c1 (centres undefined),-13%,0%,.,.,.,2.9%,.,-23%,.
COC(=O)CC1=NN(c2ccc(OC)cc2)C(=O)/C1=C\c1ccc(Cl)cc1,5%,2%,22%,-3%,-13%,-0.5%,i,-17%,1%
Cc1cc(C)nc(NS(=O)(=O)c2ccc(NC(=O)Nc3ccccc3)cc2)n1,3%,3%,0%,0%,13%,-0.9%,i,6%,16%
COc1ccc2[nH]c(=O)c(CN(c3ccc(C)c(C)c3)S(C)(=O)=O)cc2c1,-9%,0%,-14%,-14%,7%,-0.3%,i,-10%,?
CCCCCC(=O)Nc1ccc(C(=O)COC(=O)c2ccccn2)cc1,8%,-3%,4%,-4%,19%,-0.1%,i,-13%,?
CCOCc1nnc(NC(=O)CSc2ccc(C)cc2)s1,3%,-1%,0%,-20%,-8%,-0.5%,i,5%,-4%
CC(C)NC(=O)COC(=O)c1ccc(O)cc1,4%,-3%,-4%,11%,-1%,0.4%,i,-22%,15%
S=c1[nH]cc2cnccn12,-53%,.,.,4%,.,-0.5%,i,-20%,.
Cc1cc(C)n(CC(O)COc2ccccc2C)n1 (centres undefined),2%,2%,0%,-3%,1%,0.3%,i,-7%,-10%

Screening data: PubChem BioAssay, National Center for Advancing Translational Sciences (NCATS)
